Source: PubChem (several laboratories)
NSD2 inh – blocks human histone methyltransferase NSD2. 0.54% of 310,000 active. AID 743445. NSD2 peptide methylation, AlphaScreen, 120 min. inhibition, % at 12.5 µM; in the data active means inhibition above about 50%
CAL PDZ FP-1 – inhibitors of human CAL PDZ peptide binding. purified CAL PDZ, TMR-peptide fluorescence polarization, 1 h. inhibition, % at 20 µM. 0.02% of 330,000 active. AID 504414;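 active means highest replicate inhibition of at least 40%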;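 further: plate controls were DMSO neutral control wells for no effect and unlabeled competitor peptide control wells for full effect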
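Assay system – tagged CAL PDZ protein CerCALP, purified · Timing – 1 h at RT · Compound – single point, 20 µM · Measured by – fluorescence polarization from S- and P-plane intensities, G-factor corrected · Evaluation – inhibition from polarization loss · Probe or stimulus – TMR reporter peptide T*-PRC34 · Buffer or medium – pH 7.4 phosphate-saline buffer, reducing agent, detergent, IgG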
V-ATPase pH – alters yeast V-ATPase proton transport | S. cerevisiae, pHLuorin cytosolic pH fluorescence | AID 504577 | 0.37% of 350,000 active | response, % at 10 µM; in the data active means response mostly above about 7.3%, no sharp cut-off; inactive means mostly below about 5.4%; further: actives read high; inactives centre near 0; some compounds called inactive have numbers as strong as hits; reference of the scale not given here
CAL PDZ FP-2 – blocks peptide binding to the human CAL PDZ domain. Q9HD26. purified CAL PDZ, TMR-peptide fluorescence polarization, 1 h. inhibition, % at 24.9 µM. 0.92% of 300,000 active. AID 602252;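 active means mean inhibition of at least 30% with at least half of replicates also reaching 30%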;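 further: 0% = DMSO neutral control and 100% = excess unlabeled competitor peptide PRC23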
LANA DNA inh – KSHV C-LANA DNA binding inhibition | MBP-C-LANA/FAM-LBS DNA binding, fluorescence polarization | inhibition, % at 9 µM | 0.078% of 340,000 active | AID 504423;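 active means highest replicate inhibition at or above 60% at 9 µM, even if other replicates fall short; inactive means all replicates below 60% inhibition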;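 further: 0% = neutral control wells and 100% = 4 µM acridine orange control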
Cardiac RTF inh – cardiac RTF calcium desensitization; inhibition, % at 7.15 µM; IANBD-labeled cardiac RTF, Ca2+ fluorescence; AID 493244; P19429+P45379; 0.12% of 340,000 active;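 active means inhibition above the mean inhibition of all tested compounds plus 3 SD, cut at about 17% in these data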;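 further: assay run at fixed EC70 calcium of 1.6 mM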
Pemphigus Ab inh – inhibitors of pemphigus antibody binding to human desmoglein-3. P32926. DSG3-coupled beads, scFv-anti-DSG3-GFP binding, flow cytometry; active compounds read low. binding (percent of control), % at 10 µM. 0.48% of 310,000 active. AID 588358;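 active means binding more than 3 SD below its plate's average and above zero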;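 further: hits lower antibody fragment binding to DSG3; some compounds called inactive have numbers as strong as hits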
Arrestin-AP2 inh – inhibitors of human beta-arrestin and AP2 interaction | FITC-arrestin peptide / GST-AP2 beads, flow cytometry; AP2 beta2 appendage carries R879A mutation | inhibition, % at 10 µM | 0.31% of 340,000 active | AID 504490;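 active means inhibition above a set limit, near 3 SD of compounds lacking own fluorescence, cut at about 54% in these data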;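 further: plate controls were DMSO wells for no effect and 5 µM unlabelled arrestin peptide for full effect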
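Measured by: flow cytometry, FL1 (488/535 nm); Material: AP2 appendage R879A on GSH beads; Evaluation: percent response; Timing: pre-incubation 12 min, peptide binding 1 h, room temperature; Also added: 50 nM FITC-arrestin peptide; Medium: PBS with 0.05% Tween 20 and 0.1% BSA.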
Keap1 Nrf2 FP – disrupts human Keap1 binding to Nrf2 peptide. Q14145. AID 504523. inhibition, % at 9.4 µM. Keap1 Kelch-Nrf2 peptide fluorescence polarization, 1536-well. 0.15% of 340,000 active; in the data active means inhibition above about 12%;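 further: human Keap1 Kelch domain with fluorescein labeled Nrf2 9mer peptide probe; 0% = neutral control wells and 100% = peptide positive control; higher means more block of Keap1 binding to Nrf2 peptide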
Target sequence (Q14145 whole entry, looked up, the tested form may be a part): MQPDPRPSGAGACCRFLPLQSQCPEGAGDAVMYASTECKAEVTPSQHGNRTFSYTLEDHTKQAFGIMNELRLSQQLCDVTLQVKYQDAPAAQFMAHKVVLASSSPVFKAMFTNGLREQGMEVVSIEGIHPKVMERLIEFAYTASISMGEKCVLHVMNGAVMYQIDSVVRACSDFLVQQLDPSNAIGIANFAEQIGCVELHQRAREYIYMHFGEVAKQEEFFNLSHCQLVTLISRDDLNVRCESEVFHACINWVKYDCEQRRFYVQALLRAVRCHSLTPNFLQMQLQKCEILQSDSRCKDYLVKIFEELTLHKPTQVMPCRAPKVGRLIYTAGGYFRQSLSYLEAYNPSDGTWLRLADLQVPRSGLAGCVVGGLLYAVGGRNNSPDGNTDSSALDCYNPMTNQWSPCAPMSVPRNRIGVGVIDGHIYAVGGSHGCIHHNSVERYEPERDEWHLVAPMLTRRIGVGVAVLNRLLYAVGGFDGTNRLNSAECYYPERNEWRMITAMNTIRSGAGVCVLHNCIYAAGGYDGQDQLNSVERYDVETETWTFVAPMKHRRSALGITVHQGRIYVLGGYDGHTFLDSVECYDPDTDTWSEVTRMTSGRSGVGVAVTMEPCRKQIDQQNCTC
DAGLB inh – diacylglycerol lipase beta (human) inhibition | Q8NCG7 | 0.059% of 340,000 active | inhibition, % at 5.17 µM | HEK293T DAGLB membrane lysate, EnzChek fluorogenic substrate; in the data active means inhibition above about 34%;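 further: 0% = enzyme with vehicle and 100% = wells lacking enzyme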
Active calls of the source: *; . = no result given.

SMILES	NSD2 inh	CAL PDZ FP-1	V-ATPase pH	CAL PDZ FP-2	LANA DNA inh	Cardiac RTF inh	Pemphigus Ab inh	Arrestin-AP2 inh	Keap1 Nrf2 FP	DAGLB inh
Cc1nnc2ccc(-c3cccc(NS(=O)(=O)c4ccccc4[N+](=O)[O-])c3)nn12	-1.9	-1.3	-1.0	.	3.7	2.0	93.8	-17.5	-1.1	1.4
O=C(CN1CCN(S(=O)(=O)N2CCOCC2)CC1)Nc1cc(Cl)ccc1Cl	-3.8	-0.9	-0.7	-2.4	-2.6	-17.3	93.2	17.5	-3.1	-3.0
CCn1c(/C=C/c2ccccc2[N+](=O)[O-])nc2ccccc2c1=O	-1.0	0.4	-1.4	-1.7	-2.5	7.2	95.0	-8.3	3.8	-2.4
O=C(CCNC(=O)c1ccc([N+](=O)[O-])cc1)NC1CCCCCC1	-1.4	0.6	0.8	2.0	2.0	-12.2	115.0	22.9	0.0	1.1
CC(=O)Nc1ccc(-c2csc(Nc3ccccn3)n2)cc1	.	1.3	1.5	-3.6	-0.3	8.7	87.3	6.6	0.8	3.9
CCOC(=O)c1c(NC(=O)Cn2nc(C(=O)O)c3ccccc3c2=O)sc2c1CCC(C)C2 (configuration not stated)	2.4	0.5	7.5	-1.5	-7.6	4.5	99.2	-1.1	-1.4	0.3
CN1CCN(C(=S)Nc2cccc(Cl)c2)CC1	1.2	-0.1	1.6	-5.3	0.3	3.6	117.8	7.7	-1.8	1.7
CN(Cc1cccs1)C(=O)C1CC(=O)N(Cc2ccccc2)C1 (configuration not stated)	7.4	-2.7	2.9	-5.6	1.1	-13.1	102.8	16.1	-1.3	2.3
NS(=O)(=O)c1ccc(-c2ccc(C=O)o2)cc1	1.2	-0.6	0.7	-0.2	-1.5	.	99.2	8.3	0.5	.
CCc1ccc(NC(=S)N(CCN2CCOCC2)Cc2ccccc2F)cc1	0.0	-2.0	0.4	-2.0	1.1	-9.1	125.9	24.2	2.9	-3.0
CC1(NC(=O)NCCCCCCNC(=O)NC2(C)CCS(=O)(=O)C2)CCS(=O)(=O)C1 (configuration not stated)	-2.9	-2.8	2.4	-2.0	-2.6	-4.1	99.1	4.2	0.0	-0.6
CCn1c(SCC(=O)Nc2ccc(OC)c(OC)c2)nnc1-c1c[nH]c2ccccc12	.	0.9	-1.5	0.3	0.4	4.8	95.0	6.9	0.0	-3.8
COc1ccc(NC(=O)OCC(C)C)cc1OC	-0.1	.	1.6	-2.6	-2.0	-10.4	102.0	-1.7	-4.1	-1.0
CC(=O)c1ccc(N(C(=O)Cn2nnc3ccccc32)C(C(=O)NC2CCCCC2)c2cn(C)nc2C)cc1 (configuration not stated)	-2.0	-0.7	0.7	-0.5	-1.1	-3.0	92.2	2.5	-7.6	3.4
Cc1cc(C(=O)N2CCCC(C(=O)c3cc(F)ccc3F)C2)c(C)o1 (configuration not stated)	4.8	-3.0	1.7	4.5	-3.5	1.0	97.7	27.6	0.8	-1.4
O=C(COC(=O)COc1ccccc1)NCc1ccco1	-1.2	-0.6	-0.8	-2.8	1.3	9.4	125.7	12.8	-1.7	-2.4
S=c1[nH]nc(-c2cccc(Br)c2)o1	-2.4	-1.2	0.8	-2.7	4.0	3.9	.	14.6	-1.3	1.8
Nc1ccc(CSc2ccc(Cl)cc2)cc1	6.4	-0.2	-2.4	4.5	0.2	-5.8	98.7	15.1	-4.9	-5.6
C/C(=N\NC(=O)CSCc1ccc([N+](=O)[O-])cc1)c1cccc(Br)c1	-2.1	-1.5	2.2	1.3	0.4	-8.0	105.1	-5.3	-3.5	2.3
CC(=O)N1c2ccc(S(=O)(=O)NCC3CCC(C(=O)NC4CCCCC4C)CC3)cc2CC1C (configuration not stated)	-6.2	-2.8	-3.6	4.3	1.6	-9.8	.	-8.5	-0.2	-1.2
CCc1ccc(NC(=S)N(CCCN2CCOCC2)Cc2ccccn2)cc1	-1.1	0.4	-1.3	.	2.0	-5.6	110.2	0.8	2.8	1.4
CC(C)(O)CN(CCCNC(=S)Nc1ccccc1)C(=S)Nc1ccccc1	-1.0	-1.2	-3.8	-5.5	0.0	0.1	.	-11.7	3.9	-0.1
O=C1CNC(=O)/C1=C\N1CCCCC1	-5.8	-1.5	2.3	-0.9	-0.9	2.3	98.9	-1.4	-6.1	0.8
CC(=O)c1ccc(N(CC(=O)NC2CCCCC2)C(=O)CNC(=O)c2cccs2)cc1	-0.8	-3.3	-0.4	-3.3	0.7	-4.5	.	21.7	-3.8	3.6
COc1ccc(-c2csc(Nc3cccnc3)n2)cc1OC	-0.3	-1.3	-6.1	-1.2	-1.8	8.5	104.9	-18.2	-4.1	-2.3
COc1cccc(NC(=O)CNC(=O)c2ccc(F)cc2)c1	0.3	.	3.1	-6.5	0.8	0.2	92.2	0.1	-1.3	-2.2
COc1ccc(Cn2cccc(NC(=O)Nc3cccc(C#N)c3)c2=O)cc1	17.9	-1.1	0.6	-6.3	-0.5	15.7	.	16.7	-0.1	-2.9
CCOc1ccc(NC(=O)C(=O)NCc2ccncc2)cc1	-1.1	-13.9	-1.8	2.4	-0.7	-4.0	97.7	1.4	-8.5	1.4
Cc1occc1-c1nnc(SCC(=O)N2CCN(c3ccccc3)CC2)n1C	-4.6	.	-0.6	0.3	2.0	0.9	72.4	-9.9	1.3	-1.5
COC(=O)CC[C@@H](C(=O)O)N1C(=O)c2ccccc2C1=O	-1.8	-2.5	-2.2	2.3	-1.1	-2.5	99.0	20.4	7.3	0.3

Of the compounds above, two contain a COOH group:
SMILES	NSD2 inh	CAL PDZ FP-1	V-ATPase pH	CAL PDZ FP-2	LANA DNA inh	Cardiac RTF inh	Pemphigus Ab inh	Arrestin-AP2 inh	Keap1 Nrf2 FP	DAGLB inh
CCOC(=O)c1c(NC(=O)Cn2nc(C(=O)O)c3ccccc3c2=O)sc2c1CCC(C)C2 (configuration not stated)	2.4	0.5	7.5	-1.5	-7.6	4.5	99.2	-1.1	-1.4	0.3
COC(=O)CC[C@@H](C(=O)O)N1C(=O)c2ccccc2C1=O	-1.8	-2.5	-2.2	2.3	-1.1	-2.5	99.0	20.4	7.3	0.3

(list continues)
SMILES	NSD2 inh	CAL PDZ FP-1	V-ATPase pH	CAL PDZ FP-2	LANA DNA inh	Cardiac RTF inh	Pemphigus Ab inh	Arrestin-AP2 inh	Keap1 Nrf2 FP	DAGLB inh
CCC1Sc2ccccc2N(CC(=O)NCCC(C)C)C1=O (configuration not stated)	-0.7	-1.2	0.6	-2.8	0.0	-0.7	80.6	9.2	0.1	-2.1
Cc1ccc(C(C)C)c(OCCn2c(=O)oc3ccccc32)c1	-0.7	-1.1	-2.5	-0.9	-0.5	-1.4	106.3	-4.0	-5.2	-11.3
Cc1cc(N2CCOCC2)ccc1/C=C1\NC(=O)N(CC(=O)Nc2ccc(F)cc2)C1=O	3.2	-3.5	4.8	-1.1	2.0	11.5	96.3	17.1	0.1	5.1
COc1ccc(NC(=O)c2ccc(OC)c(S(=O)(=O)N3CCCCC3C)c2)cn1 (configuration not stated)	-1.7	-1.3	-1.1	-4.3	4.9	1.6	104.6	-14.6	3.4	-3.1
Cc1ccc2c(NC(=O)c3ccco3)cccc2n1	-2.1	0.7	-0.6	-2.0	0.7	2.2	103.3	-13.1	-7.7	2.2
COc1ccc(NC(=S)/N=C(\N)Nc2nc(C)c3ccc(C)cc3n2)cc1	0.1	-1.1	-0.2	-0.7	-1.8	1.8	105.8	1.1	-5.7	0.3
COc1ccccc1CNC(=O)CCCNC(=O)c1ccc(Cl)cc1	-5.9	0.9	-20.3	.	-1.4	-10.5	116.2	17.1	4.9	-1.0
Cc1nnc(SCC(=O)c2ccccc2)n1Cc1ccccc1	-1.0	-1.6	-6.6	0.2	0.5	8.0	87.9	29.2	2.0	-3.4
COc1cc(OC)c(NS(=O)(=O)c2coc(C(N)=O)c2)cc1Cl	.	0.2	-2.5	-2.6	-2.2	-1.7	114.5	-1.1	-2.2	1.1
Oc1cccc(Nc2nc(N3CCOCC3)nc(N3CCOCC3)n2)c1	21.5	1.9	2.3	-5.3	-0.2	-5.5	99.0	-24.7	1.0	0.0
CN(C)NC(=S)Nc1ccc(Cl)cc1	-0.1	-0.7	0.0	-2.2	0.0	-0.2	107.5	30.6	-3.2	1.7
CS(=O)(=O)CCC(C(=O)OCC(=O)c1ccc(Cl)cc1)N1C(=O)c2ccccc2C1=O (configuration not stated)	18.4	-0.1	0.3	.	-1.7	2.4	115.2	3.7	-6.3	0.2
O=C(NCCC(=O)N1CCN(C(=O)c2ccco2)CC1)c1ccc(Br)cc1	4.3	-1.9	10.2	-1.0	0.6	-3.1	93.4	-3.8	0.9	0.6
CC1=C(C(=O)Nc2ccccc2)C(c2ccc(C)cc2)N=C(Nc2nc3ccccc3o2)N1 (configuration not stated)	-3.7	-1.9	0.3	-3.0	1.0	-2.0	.	-3.2	-7.5	9.7
COc1ccc(CN2C(=O)C(C)Nc3ncnc(N4CCN(c5ccccn5)CC4)c32)cc1 (configuration not stated)	.	-0.3	-6.4	-6.2	0.6	-0.1	99.7	7.1	-0.3	3.5
CCCc1cc2c(OC(=O)CC)c(-c3ccc(C(=O)OCC)o3)c(=O)oc2cc1OC	-0.6	0.5	-2.4	-3.6	1.2	9.3	95.8	-11.3	0.6	15.8
CCSc1nnc(NC(=O)[C@H](C)NC(=O)c2ccccc2Cl)s1	1.6	0.0	5.3	-0.9	1.9	1.4	99.8	-13.1	0.4	-1.6
COc1ccc(C)cc1NC(=O)CN(c1ccccc1)S(C)(=O)=O	-2.8	1.8	-3.6	-3.8	0.4	5.7	.	6.9	-5.6	-1.3
O=C(C1=C(O)C(=O)N(Cc2ccccc2)C1c1ccncc1)c1ccco1 (configuration not stated)	-1.0	-0.4	1.5	-6.6	-5.7	-8.2	101.3	17.0	1.9	0.7
O=C(COC(=O)c1cnccn1)c1ccccc1	0.0	-2.1	1.4	-2.0	0.0	0.6	99.1	-3.8	1.4	0.0
CC(C)N(Cc1nc(-c2ccccc2)no1)C(=O)COc1ccccc1	.	0.0	-2.9	-0.3	1.1	-3.6	111.2	1.6	-0.1	-6.5
O=S(=O)(Nc1nc2ccccc2nc1OCC(F)(F)F)c1cccs1	1.5	-1.3	-2.1	-7.9	1.3	6.6	83.0	7.5	-1.6	0.2
COc1cccc(C(c2nnnn2CS(=O)(=O)c2ccc(C)cc2)N2CCN(C)CC2)c1OC (configuration not stated)	16.1	0.8	-0.8	0.8	-0.2	-4.5	.	6.0	-0.3	-1.2
O=c1c(NCCc2ccc(Cl)cc2)c(-c2ccccc2)c1=O	35.4	-0.8	2.8	-2.0	-3.1	0.0	87.8	3.6	-4.4	-3.0
O=C(/C=C/c1cccnc1)/C=C/c1cccnc1	20.5	-1.9	14.7	0.2	.	-7.4	92.1	6.7	.	-7.0
Cc1nccc(-c2ccc3c(c2)OCO3)n1	-3.9	-0.4	-0.9	1.0	-0.1	-14.7	104.0	5.2	-3.5	0.0
Cn1nc(-c2ccc(OCC(N)=O)cc2)c2ccccc2c1=O	2.2	-0.3	-3.9	-1.2	0.3	-3.3	.	-0.7	1.3	0.4

A portion of the library, so the mix of outcomes need not match the whole.
